LYPLA2 inh: LYPLA2 inhibitors, primary screen, counter-screen for PME1 inhibitor project, biochemical, fluorescence polarization, FP-Rh probe ABPP. recombinant LYPLA2. AID 2177, 2009. 320,000 compounds, 0.38% hits. inhibition, % at 5.9 µM;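 active = inhibition above the screen-wide mean plus 3 SD, limit set per campaign, cut at about 26% in these data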;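 note: 0% = LYPLA2 with DMSO and 100% = wells lacking LYPLA2 enzyme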
Target sequence (O95372 whole entry, looked up): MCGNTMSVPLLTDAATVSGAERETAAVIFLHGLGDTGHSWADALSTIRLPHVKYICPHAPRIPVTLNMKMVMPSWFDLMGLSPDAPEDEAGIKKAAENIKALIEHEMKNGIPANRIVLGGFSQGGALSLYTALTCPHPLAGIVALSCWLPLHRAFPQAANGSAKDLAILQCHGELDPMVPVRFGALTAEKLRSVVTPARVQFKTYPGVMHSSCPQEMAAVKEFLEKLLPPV
ZTA counter: counter-screen for EBNA-1 inhibitors: inhibitors of Epstein-Barr virus ZTA. ZTA-DNA binding, fluorescence polarization. inhibition, % at 11 µM. P03206. 320,000 compounds, 0.15% hits. AID 2234; in the data active = inhibition above about 33%
pPAFAH FP inh: pPAFAH enzyme inhibitors, primary screen, biochemical, fluorescence polarization, human | Platelet-activating factor acetylhydrolase (Homo sapiens), Q13093 | recombinant pPAFAH, FP-rhodamine probe fluorescence polarization | inhibition, % at 3.39 µM | 330,000 compounds, 1.5% hits;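 active = inhibition above the mean inhibition across the screen plus 3 SD, cut at about 25% in these data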;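 note: inhibitors block binding of the rhodamine activity-based probe so polarization drops; 0% = enzyme with DMSO and 100% = wells lacking pPAFAH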
LYPLA1 inh: LYPLA1 inhibitors, primary screen, counter-screen for PME1 inhibitor project, biochemical, fluorescence polarization, FP-Rh probe ABPP | recombinant LYPLA1 | inhibition, % at 5.9 µM | 320,000 compounds, 0.16% hits | Acyl-protein thioesterase 1 (Homo sapiens), O75608;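 active = inhibition above the mean of all tested compounds plus 3 SD, set per campaign, cut at about 14% in these data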;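 note: inhibitors block serine hydrolase probe labeling of LYPLA1 so polarization falls; 0% = enzyme with DMSO and 100% = wells lacking LYPLA1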
PREPL inh: PREPL enzyme inhibitors, primary screen, biochemical, fluorescence polarization. recombinant PREPL, fluorescence polarization activity-based probe. inhibition, % at 5.96 µM. 320,000 compounds, 0.68% hits. AID 2751, 2010; in the data active = inhibition above about 43%;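 note: 0% = enzyme with DMSO and 100% = wells lacking enzyme; many of its hits are not listed in these tables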
Target sequence (Q4J6C6 whole entry, looked up): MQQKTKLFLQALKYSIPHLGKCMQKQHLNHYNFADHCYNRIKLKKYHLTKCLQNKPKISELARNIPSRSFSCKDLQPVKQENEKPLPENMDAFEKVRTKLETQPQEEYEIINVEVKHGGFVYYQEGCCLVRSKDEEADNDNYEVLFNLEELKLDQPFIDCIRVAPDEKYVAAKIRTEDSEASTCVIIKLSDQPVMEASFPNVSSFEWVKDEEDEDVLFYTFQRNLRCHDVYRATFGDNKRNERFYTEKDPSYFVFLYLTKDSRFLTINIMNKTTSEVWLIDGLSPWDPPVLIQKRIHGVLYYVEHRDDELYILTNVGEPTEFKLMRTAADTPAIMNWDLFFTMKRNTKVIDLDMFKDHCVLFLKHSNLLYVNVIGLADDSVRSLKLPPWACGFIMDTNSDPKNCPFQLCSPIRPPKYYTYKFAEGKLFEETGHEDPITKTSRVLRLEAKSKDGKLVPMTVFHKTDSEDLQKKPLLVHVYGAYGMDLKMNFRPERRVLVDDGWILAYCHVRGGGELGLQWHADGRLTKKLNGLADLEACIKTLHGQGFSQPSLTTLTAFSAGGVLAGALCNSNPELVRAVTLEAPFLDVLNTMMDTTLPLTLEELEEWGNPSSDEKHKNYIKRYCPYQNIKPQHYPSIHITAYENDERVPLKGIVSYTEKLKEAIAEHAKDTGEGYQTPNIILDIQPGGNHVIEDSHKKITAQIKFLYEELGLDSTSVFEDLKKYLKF
PAFAH1B2 inh: PAFAH1B2 enzyme inhibitors, primary screen, biochemical, fluorescence polarization, human | Platelet-activating factor acetylhydrolase IB subunit alpha2 (Homo sapiens), P68402 | recombinant PAFAH1B2, FP-rhodamine activity probe | inhibition, % at 3.39 µM | 340,000 compounds, 1.2% hits | AID 492953, 2010;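 active = inhibition above the mean of all tested compounds plus 3 SD, cut at about 24% in these data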;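 note: 0% = enzyme with DMSO and 100% = wells lacking PAFAH1B2; many of its hits are not listed in these tables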
PAFAH1B3 inh: PAFAH1B3 enzyme inhibitors, primary screen, biochemical, fluorescence polarization, human; Platelet-activating factor acetylhydrolase IB subunit alpha1 (Homo sapiens), Q15102; recombinant PAFAH1B3, FP-rhodamine probe; inhibition, % at 3.39 µM; 340,000 compounds, 0.28% hits;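 active = inhibition above the screen-wide average of all tested compounds plus 3 SD, cut at about 25% in these data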;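 note: 0% = enzyme with DMSO only and 100% = wells lacking PAFAH1B3 protein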
EBNA-1 inhibitor: EBNA-1 DNA-binding inhibitors, primary screen, biochemical, fluorescence polarization | inhibition, % at 14.8 µM | 300,000 compounds, 0.34% hits | AID 1950, 2009; in the data active = inhibition above about 28%
PAFAH2 inh: PAFAH2 enzyme inhibitors, primary screen, biochemical, fluorescence polarization, human. 340,000 compounds, 0.99% hits. AID 492956, 2010. Platelet-activating factor acetylhydrolase 2, cytoplasmic (Homo sapiens), Q99487. recombinant PAFAH2, FP-rhodamine activity probe. inhibition, % at 3.39 µM;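 active = inhibition above the mean over all tested compounds plus 3 SD, cut at about 30% in these data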;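 note: inhibitors block probe labeling of enzyme so polarization drops; 0% = enzyme with DMSO and 100% = wells lacking PAFAH2 protein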
* hit, by the source's call; x = not tested or not shown. A portion of the library. The share of hits here may be higher or lower than overall.

SMILES	LYPLA2 inh	ZTA counter	pPAFAH FP inh	LYPLA1 inh	PREPL inh	PAFAH1B2 inh	PAFAH1B3 inh	EBNA-1 inhibitor	PAFAH2 inh
O=C(c1cncc(Br)c1)N1CCc2ccccc2C1	-1	18	-1	0	4	4	2	0	4
COc1ccc(S(=O)(=O)Nc2ccc3ccccc3c2)cc1C	-37	-7	2	-23	-17	3	7	2	0
COc1ccc(N2C(=NC(=O)C3CCCCC3)SC3CS(=O)(=O)CC32)c(OC)c1 (stereo not given)	-1	-16	-1	-3	11	4	11	-13	0
Cc1ccc(NC(=O)c2cnn(C)c2)cc1[N+](=O)[O-]	1	-7	8	-1	16	3	18	6	1
O=C(Nc1ccccc1F)C1CCN(S(=O)(=O)c2cccc3nonc23)CC1	-1	-10	0	-2	-2	-1	2	-5	-1
O=C(c1ccco1)N1CCN(C(=O)c2cc3ccccc3oc2=O)CC1	-3	-17	1	3	9	2	3	-22	2
Cn1c(Cc2ccccc2)nnc1SCc1nc2ccccc2c(=O)[nH]1	-7	-13	-8	-5	14	-3	9	-7	-3
COc1ccc(NC(=O)CSCC(=O)N(C)Cc2cccc(OC)c2OC)cc1	4	-17	-1	3	-10	-2	2	5	1
Cc1ccc(S(=O)(=O)N2CCN(C)CC2)c2nsnc12	-6	-3	-9	-1	-4	9	-6	-18	-2
c1ccc2c(c1)ncn2CCN1CCCCC1	9	4	1	3	3	5	10	-2	0
COc1ccc(Cn2c(=O)[nH]c3cc(C(=O)NCCCOC(C)C)ccc3c2=O)cc1	-6	7	3	-4	1	6	7	3	7
Cc1cc(C)cc(NC(=O)C(C)N2C(=O)c3ccccc3C2=O)c1 (stereo not given)	5	-16	1	4	-3	0	4	4	-1
O=C(NCC1CCCCC1)c1cccc(-c2ccc(O)cc2)c1	-19	2	-7	-8	-3	-5	3	-11	1
Cc1nc(NC(=O)c2cccnc2)ccc1Br	7	11	10	3	5	3	-2	9	-3
C=CCn1cc(/C=C/c2cc[n+](C)cc2)c2ccccc21	-4	11	6	1	25	2	-3	5	-14
Cc1ccc(-c2nnc(Nc3ccc4c(c3)OCO4)c3ccccc23)cc1S(N)(=O)=O	9	-10	8	-3	25	5	9	1	8
CC(=O)NCCC(=O)Nc1cc(S(=O)(=O)N2CCOCC2)ccc1N1CCOCC1	-3	2	4	1	8	5	-3	1	-2
COC(=O)[C@@H](NC(=O)NCc1ccccc1F)C(C)C	1	17	4	3	2	3	-2	11	3
CCOC(=O)CCc1c(C)c2ccc(OC(C)C(=O)OCC)c(C)c2oc1=O (stereo not given)	2	-11	-2	1	-2	1	0	-4	5
COc1ccc(NC(=O)CN(C)C(=O)c2cccc(S(=O)(=O)N3CCN(c4ccccc4)CC3)c2)cc1	-1	-10	-2	0	-40	2	7	-10	3

A different layout for some results above:
Each structure is followed by: LYPLA2 inh, ZTA counter, pPAFAH FP inh, LYPLA1 inh, PREPL inh, PAFAH1B2 inh, PAFAH1B3 inh, EBNA-1 inhibitor, PAFAH2 inh
O=C(Nc1ccccc1F)C1CCN(S(=O)(=O)c2cccc3nonc23)CC1
  -1, -10, 0, -2, -2, -1, 2, -5, -1
CCOC(=O)CCc1c(C)c2ccc(OC(C)C(=O)OCC)c(C)c2oc1=O (stereo not given)
  2, -11, -2, 1, -2, 1, 0, -4, 5

(list continues)
SMILES	LYPLA2 inh	ZTA counter	pPAFAH FP inh	LYPLA1 inh	PREPL inh	PAFAH1B2 inh	PAFAH1B3 inh	EBNA-1 inhibitor	PAFAH2 inh
COc1ccc(/C=N/n2cnnc2)cc1Cn1nc(C)c([N+](=O)[O-])c1C	1	18	-1	0	-2	4	11	6	-7
Cc1cccc(NC(=O)NC(=O)c2ccccc2)n1	7	7	4	1	-4	0	2	12	4
CCc1ccccc1NC(=O)[C@@H]1CCC(=O)N1C1OC(=O)c2c1ccc(OC)c2OC (stereo not given in full)	1	11	9	-2	4	-2	10	0	5
CC(C)c1ccc(CNc2nnnn2C)cc1	1	11	0	2	-7	1	12	1	-2
Cc1ccccc1CSCC(=O)N1CCN(c2ccccc2)CC1	2	-9	0	0	-33	0	7	-9	9
COC(=O)Cc1ccc(NC(=S)N2CCN(c3cccc(O)c3)CC2)cc1	-1	-3	1	-1	7	-2	3	5	1
COc1cc(C=O)ccc1Oc1ccc(S(=O)(=O)N2CCOCC2)cc1[N+](=O)[O-]	x	x	0	x	11	-2	0	x	5
Cc1cc(C)n(CCCNC(=O)C2CCC(=O)N(CCc3ccc(Cl)cc3)C2)n1 (stereo not given)	1	4	-2	0	10	-1	12	-5	3
CCOC(=O)Cc1csc(NC(=O)c2ccc([N+](=O)[O-])cc2[N+](=O)[O-])n1	-6	11	5	-1	3	1	7	8	3
COc1ccc(S(=O)(=O)N2CCN(c3cccc(C)c3C)CC2)cc1	3	-14	-3	0	-40	8	8	4	2
CCCCn1c(N)c(N(CCOC)C(=O)C(C)Oc2ccc(Cl)cc2)c(=O)[nH]c1=O (stereo not given)	3	0	-1	1	8	1	6	-16	-4
Cc1noc(C)c1S(=O)(=O)N(C)C[C@H]1Oc2c(NS(=O)(=O)c3cn(C)cn3)cccc2C(=O)N([C@H](C)CO)C[C@@H]1C	x	x	7	x	10	-2	5	x	1
O=C(CSc1nc(C(F)(F)F)cc(=O)[nH]1)N1CCC(Cc2ccccc2)CC1	2	8	5	5	25	1	3	2	4
Cc1csc(NC(=O)Cc2coc3cc(C)c(C(C)C)cc23)n1	-4	8	9	-5	-5	0	8	2	-5
O=C(Cc1ccc(-c2ccccc2)cc1)NNC(=S)NCc1ccco1	-5	1	0	0	1	2	-3	4	8
Cc1cc(=O)oc2c(C)c(OCC(=O)N3CCN(c4cccc(Cl)c4)CC3)ccc12	30*	26	12	3	-42	3	3	9	-1
Cc1cccc(NC(=O)/C(C#N)=C/c2cn(CC(=O)NCc3ccco3)c3ccccc23)c1	-15	-10	0	-24	-1	-22	-33	5	-48
O=C(NCc1ccc(Cl)cc1)c1ccc2c(=O)n(CC3CCCO3)c(=S)[nH]c2c1 (stereo not given)	3	-13	0	3	12	11	1	3	2
CCNC(=O)COC(=O)c1cc(-c2ccco2)nc2ccccc12	1	-8	24	0	13	0	7	7	4
CCOC(=O)c1sc(=S)n(-c2ccccc2)c1N	-3	5	3	2	7	-2	-3	-2	1
CC1=NN(c2ccccc2)C(=O)C1/C=C1\NC(=S)NC1=O (stereo not given)	-1	-4	3	-3	1	-3	1	11	12
O=C(Cn1cnc([N+](=O)[O-])n1)NC1CC1	6	-6	5	-1	2	0	2	-3	2
CC(C)(Cc1nc2ccccc2[nH]1)C(=O)O	0	-2	-1	-2	11	0	-2	1	-5
Cc1cc(Cl)ccc1NC(=S)NCCN1CCOCC1	7	9	-5	-1	9	-2	5	0	3
COc1ccc(CN2CCc3c([nH]c4ccccc34)C2)cc1Br	-3	1	6	-3	9	-6	7	-4	-2
CCNC(=S)NNc1nnc(-c2ccccc2)c(-c2ccccc2)n1	6	9	5	-2	-7	10	4	-6	3
Cc1cc(=O)[nH]c(SCC(=O)Nc2cccc(C(F)(F)F)c2)n1	5	16	1	1	-3	8	9	6	-5
O=C(Nc1sc2c(c1C(=O)O)CCC2)c1ccccc1Cl	1	-4	8	1	16	1	5	-8	5
O=C1C[C@H](NC(=O)OCc2ccccc2)CO1	-7	-26	-3	0	5	3	3	x	7
O=C(NCc1ccco1)c1ccc2c(c1)S(=O)(=O)c1ccccc1C2=O	-5	-2	6	0	1	9	4	9	2
O=C(O)CC(C(=O)Nc1cccc(C(F)(F)F)c1)C1CCCO1 (stereo not given)	-2	2	-1	-4	-1	7	6	0	-1
Cc1ccc(C(CCN)c2ccco2)cc1 (stereo not given)	-3	19	4	-2	-19	3	1	9	0
CC(C)C1=CC(=NS(=O)(=O)c2cccc([N+](=O)[O-])c2)C=C(C(C)C)C1=O	-1	8	2	2	9	-5	4	3	4
COc1ccc(NC(=O)c2cc(-c3cc(C)cc(C)c3O)n[nH]2)cc1Cl	-92	5	-24	-59	12	-9	-8	7	-57
Cn1c2c(c(=O)n(C)c1=O)C(CC(=O)Nc1ccccc1)C(=O)N2 (stereo not given)	3	-11	3	6	-10	4	2	0	5
COc1ccc(NC(=O)Nc2ccc(C)cc2OC(F)F)cc1OC	4	-4	8	-5	3	5	7	8	10
C=C1CCC[C@]2(C)C[C@H]3OC(=O)C(CNCCN(C)C)[C@H]3CC12 (stereo not given in full)	2	-8	1	3	-4	11	3	-3	12
Cc1cc(C)c(NC(=O)C(C)(C)C)c(Cl)c1	3	-14	3	-1	3	0	-4	6	-1
CCc1nnc(NC(=O)CCC(=O)NC2CCCCCCC2)s1	5	-4	-1	-1	17	0	3	4	4
COc1ccc(C(=O)COC(=O)C2CCN(S(=O)(=O)c3cccc4cccnc34)CC2)cc1	-5	2	2	-2	14	0	-2	6	-3

Some of these compounds in order of their number in PREPL inh, ascending:
compound | PREPL inh
O=C(Cn1cnc([N+](=O)[O-])n1)NC1CC1 | 2
COc1ccc(NC(=O)Nc2ccc(C)cc2OC(F)F)cc1OC | 3
CC(C)(Cc1nc2ccccc2[nH]1)C(=O)O | 11

Next results follow.
SMILES	LYPLA2 inh	ZTA counter	pPAFAH FP inh	LYPLA1 inh	PREPL inh	PAFAH1B2 inh	PAFAH1B3 inh	EBNA-1 inhibitor	PAFAH2 inh
CS(=O)(=O)N(CC(=O)Nc1ccccc1C(=O)NCCc1ccccc1)c1ccc2c(c1)OCCO2	-1	8	8	-5	-2	6	3	2	-3
CC(C)(C)NC(=O)C(c1ccncc1)N(C(=O)C1CSC(=O)C1)c1ccccc1 (stereo not given)	1	-2	0	3	27	5	14	10	3
O=c1/c(=C/c2ccccn2)sc2nc3ccccc3n12	6	12	4	4	-1	4	8	-5	5
Cc1ccccc1N(CC(=O)NCc1ccncc1)S(C)(=O)=O	1	-7	0	-1	4	3	2	2	4
N#Cc1ccccc1OCC(=O)NNC(=O)c1ccncc1	1	2	1	0	6	4	8	x	-2
OC1CCCN(CC(O)COc2ccc(-c3ccccc3)cc2)C1 (stereo not given)	-7	11	-5	-4	1	1	1	-4	0
COc1ccc(C2C(C#N)=C(N)Oc3cc(C)n(Cc4ccncc4)c(=O)c32)cc1 (stereo not given)	-6	1	4	-1	17	1	-4	4	3
CC(C)COP(=O)(c1ccc(N(C)C)cc1)C(O)c1ccccc1 (stereo not given)	-4	-18	-3	1	-8	6	6	-5	-2
COc1cccc(-c2nc(-c3ccccc3)nc(N3CCN(C)CC3)c2C#N)c1	-3	23	3	-1	-4	3	8	3	2
CN(C)C(=O)CCc1ccc2c3c([nH]c2c1)[C@]1(CCC2CCCC2)[C@@H](C(=O)N2CCOCC2)C[C@H](CC(=O)NCC24CC5CC(CC(C5)C2)C4)C(=O)N1CC3	x	x	8	x	x	2	8	x	2
COc1ccccc1N1CCN(S(=O)(=O)c2cc(Br)cnc2N)CC1	-8	1	0	-4	3	1	9	-7	2
CCOCCCNC(=S)Nc1ccc2nc(N3CCCC3)cc(C)c2c1	0	2	4	-1	12	5	2	-8	-5
O=C(NCCCNC(=O)c1ccccn1)c1ccccn1	1	-4	1	0	7	7	7	7	0
O=C1N/C(=N/S(=O)(=O)Cc2ccccc2)S/C1=C/c1ccc2c(c1)OCO2	-3	6	11	-3	-12	3	0	-6	-7
O=C(CNc1cc([N+](=O)[O-])ccc1NCCO)Nc1cccc(S(=O)(=O)N2CCCCC2)c1	0	-5	12	-6	17	-1	-1	x	1
